Assay outcomes from PubChem BioAssay.
Vc quorum ag = inducers of Vibrio cholerae quorum light production without autoinducers; 350,000 compounds, 0.16% hits; activation, % at 18.7 µM; V. cholerae BH1578 lux reporter, luminescence, 6 h; AID 588436; in the data active = activation mostly above about 9.7%, no sharp cut-off; inconclusive = no clear call, values can overlap the other calls; inactive = mostly below about 3.7%; note: not every result past the cut was called active; inactives centre near 0; reference of the scale not given here
Mtb FBA inh = Mtb fructose-bisphosphate aldolase inhibition | P9WQA3 | purified M. tuberculosis FBA, fluorescence read-out | inhibition, % at 1 µM | 360,000 compounds, 2.3% hits; in the data active = inhibition above about 27%;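 note: 0% = vehicle and 100% = reference inhibitor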
TcdB GH inh = blocks C. difficile toxin B glycohydrolase activity; P18177; TcdB glycohydrolase enzymatic assay, plate reader; inhibition, % at 9.99 µM; 350,000 compounds, 0.24% hits; in the data active = inhibition above about 10%
FadD28 FP inh = inhibitors of Mycobacterium tuberculosis FadD28 bisubstrate binding; FadD28 bisubstrate probe binding, fluorescence polarization; inhibition, % at 12.5 µM; 360,000 compounds, 0.22% hits; AID 588549; in the data active = inhibition above about 8.5%, passing the limit was not always enough; inconclusive = no clear call, values can overlap the other calls
Yp Topo-I inh = inhibitors of Yersinia pestis topoisomerase I; Y. pestis Topo-I cleavage product accumulation, plate reader; 360,000 compounds, 0.064% hits; AID 504884; activity, % at 10 µM; in the data active = activity above about 50%, passing the limit was not always enough; inconclusive = no clear call, values can overlap the other calls; note: inactives centre near 2
Mtb UGM inh = inhibitors of M. tuberculosis UDP-galactopyranose mutase; P9WIQ1; purified UGM, fluorescence polarization probe displacement; inhibition, % at 10 µM; 320,000 compounds, 0.06% hits; AID 504406; in the data active = inhibition above about 10%, passing the limit was not always enough; inconclusive = no clear call, values can overlap the other calls
Mtb BioA inh = blocks M. tuberculosis BioA enzyme activity; purified M. tuberculosis BioA enzyme, plate reader; inhibition, % at 9.99 µM; 360,000 compounds, 0.096% hits; AID 602481; in the data active = inhibition above about 40%; inconclusive = no clear call, values can overlap the other calls
PfHsp40 yeast = compounds rescuing yeast from Plasmodium falciparum HSP40 toxicity; 340,000 compounds, 0.68% hits; S. cerevisiae expressing PfHsp40, growth rescue, ATP luminescence; growth rescue, % at 12.5 µM; AID 504582; in the data active = growth rescue above about 28%, passing the limit was not always enough; inconclusive = no clear call, values can overlap the other calls;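 note: yeast W303a lacking pdr1 and pdr3 grown in galactose medium; growth measured after three days at 30 °C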
GDH-TPI counter = counter-screen for M. tuberculosis FBA inhibitors: GDH-TPI coupled enzymes; GDH-TPI coupled enzyme counterscreen, NADH absorbance; inhibition, % at 4.8 µM; 360,000 compounds, 1.2% hits; AID 588335; in the data active = inhibition above about 30%;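 note: 0% = DMSO wells and 100% = wells lacking the enzyme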
Active calls of the source: *; i = inactive; ? = inconclusive; . = no result given.

nr	molecule	Vc quorum ag	Mtb FBA inh	TcdB GH inh	FadD28 FP inh	Yp Topo-I inh
1	O=C(Nc1ccccc1)N(CCN1CCOCC1)Cc1cccc(Cl)c1	i	1	-1.8	-0.9	73*
2	CC(NC(=O)c1ccc(N(C)C)cc1)C1CC2CCC1C2 (stereo unspecified)	-0.8	-2	.	-0.6	8
3	Cc1cc(=O)[nH]c(-n2[nH]c(C)cc2=O)n1	i	3	.	-1.6	2
4	COCCNC(=S)N(C)C1(c2ccccc2Cl)CCCCC1=O (stereo unspecified)	i	3	0.7	-2.0	5
5	Nc1ccc(C(=O)NCCCSc2ccccc2)cc1[N+](=O)[O-]	-0.2	-1	1.6	-2.1	9
6	O=C(COC(=O)c1cccnc1Cl)NCc1cccs1	-0.1	0	-2.4	-3.7	-2
7	CC(=O)N1CCN(S(=O)(=O)c2cccc(C(=O)OCc3cccc(F)c3)c2)CC1	-0.4	-1	-0.9	-4.0	25
8	Cc1ccc(CN2CC(C(=O)Nc3cc(C)ccn3)CC2=O)cc1 (stereo unspecified)	-0.2	1	-1.8	-0.5	11
9	COC(=O)COc1ccc(S(=O)(=O)N2CCN(c3ccc(F)cc3)CC2)cc1	i	-2	0.4	0.7	-1
10	COC(=O)C1(Cc2ccccc2)NC(c2ccc(F)cc2)C2C(=O)N(C)C(=O)C21 (stereo unspecified)	-1.1	2	.	-2.8	4
11	CN(C)/N=C/c1cc([N+](=O)[O-])ccc1O	-0.5	-7	-2.4	0.7	-10
12	COc1ccc(CCNC(=S)NC(=O)c2cccc([N+](=O)[O-])c2)cc1OC	i	0	0.5	-0.2	21

nr	Mtb UGM inh	Mtb BioA inh	PfHsp40 yeast	GDH-TPI counter
1	-1.8	.	-1.2	1
2	.	-0.1	2.2	11
3	-1.2	-1.4	5.3	2
4	1.9	.	0.4	3
5	3.6	0.9	1.3	-9
6	-0.2	10	-0.2	-14
7	1.4	2.4	0.9	-2
8	-2.6	0.7	0.7	-7
9	-0.4	-1.5	-0.3	3
10	2.1	-0.4	-0.3	-3
11	0.3	.	0.9	15
12	-0.3	1.9	0.3	2

More structures:
nr	molecule	Vc quorum ag	Mtb FBA inh	TcdB GH inh	FadD28 FP inh	Yp Topo-I inh
13	CCN1CCN(Cc2ccc(NC(=O)Nc3ccccc3)cc2)CC1	5.1	4	.	-1.3	-8
14	COc1ccc(-c2csc(Nc3ccc(S(=O)(=O)Nc4cc(C)on4)cc3)n2)cc1	-1.7	0	-1.0	10*	1
15	O=C(c1ccccc1)c1cnc(Nc2ccccc2Cl)s1	i	1	.	-7.3	21
16	CC(C)c1ccc(NC(=O)Cc2c(C(=O)O)n(C)c3ccccc23)cc1	-0.6	0	1.0	-0.8	1
17	CC1(C)OCC(COC(=O)Nc2cccnc2)([N+](=O)[O-])CO1	-0.6	0	0.3	-3.9	-4
18	O=C(C1CC(=O)N(c2ccc(F)cc2)C1)N1CCN(c2ccc(F)cc2)CC1 (stereo unspecified)	-0.4	4	3.0	-1.1	7
19	Cn1c(=O)n(C)c2cc3[nH]cnc3cc21	i	3	3.8	-2.4	3
20	O=C1c2ccccc2CCC12OC2c1ccncc1 (stereo unspecified)	-1.4	4	0.4	-2.0	2
21	Cc1cc(C)c(C#N)c(SC(C(=O)NC(C)(C)C)c2ccccc2)n1 (stereo unspecified)	-0.6	-1	0.3	-1.1	4
22	Cc1ccc(CCNC(=O)c2ccc(CS(=O)(=O)c3ccccc3C)o2)cc1	-0.3	3	0.7	-0.1	13
23	O=C(c1ccccc1)N1CCC(=O)N1c1ccccc1	-0.1	-4	.	-2.9	-8
24	Cc1ccc(-c2ccc(/C=N/N3C(=O)C4C5C=CC(CC5)C4C3=O)o2)c([N+](=O)[O-])c1 (stereo unspecified)	-1.8	5	.	-0.8	-10

nr	Mtb UGM inh	Mtb BioA inh	PfHsp40 yeast	GDH-TPI counter
13	-0.4	0.0	1.1	-11
14	3.9	.	-0.9	6
15	3.3	1.5	-0.8	31*
16	-1.8	11	1.1	-6
17	1.3	-0.1	-0.4	-11
18	-3.1	0.3	0.2	4
19	-1.4	1.7	-1.7	-3
20	.	-1.4	.	4
21	-0.3	.	0.6	-2
22	-0.2	1.7	1.1	-3
23	-1.2	.	-0.7	2
24	-0.5	-1.1	1.1	27

(list continues)
nr	molecule	Vc quorum ag	Mtb FBA inh	TcdB GH inh	FadD28 FP inh	Yp Topo-I inh
25	N=C1SCC(=O)N1/N=C/c1ccccc1	i	-4	2.0	-2.6	-7
26	Cc1ccc(NC(=O)CCNC(=O)c2ccc([N+](=O)[O-])cc2)cc1S(=O)(=O)N(C)C	1.4	4	-0.4	-1.3	3
27	CCN(CC)CCN1CNC(=S)NC1	i	-2	0.7	0.3	4
28	CC(NC(=O)[C@H](C)NC(=O)N1CCn2c1nc1ccccc12)c1ccccc1 (stereo partly specified)	i	-1	0.3	-0.1	-2
29	COc1ccc(OCC(=O)Nc2ccc(S(=O)(=O)N3CCCCCC3)cc2)cc1	-0.6	0	.	-3.1	27
30	COc1cccc(/C=N/NC(N)=S)c1OCc1ccccc1Cl	i	2	1.5	0.6	-7
31	CCCN(CCC)S(=O)(=O)c1ccc(C(=O)NCc2ccc3c(c2)OCO3)cc1	-0.4	1	1.2	-0.6	38
32	CCn1c(SCC(=O)c2cc(C)n(C)c2C)nnc1-c1ccccc1	i	3	.	-5.3	11
33	COc1ccc(CNC(=O)COc2ccc(S(=O)(=O)N3CCOCC3)cc2)cc1	i	0	2.0	-1.1	-4
34	COc1ccc(C(=O)/C(=C/O)N=Nc2ccc(F)cc2)cc1	-1.0	-1	-0.3	0.0	-5
35	COc1cccc2c1C(=N)c1c(O)c3c(c(O)c1C2=O)CC(O)(C(C)=O)CC3OC1CC(N)C(O)C(C)O1 (stereo unspecified)	i	0	.	6.2	231*
36	COc1ccc(CCC(=O)NNC(=O)c2ccccn2)cc1OC	i	-4	-0.3	-3.6	-7

nr	Mtb UGM inh	Mtb BioA inh	PfHsp40 yeast	GDH-TPI counter
25	1.5	0.0	-0.5	7
26	3.2	.	-1.8	3
27	.	0.1	.	6
28	1.7	-1.5	0.0	7
29	2.5	0.5	-0.5	2
30	1.3	.	-1.1	3
31	1.1	-0.6	0.0	-1
32	1.6	0.8	1.1	8
33	-0.6	4.0	1.4	3
34	0.2	-2.4	-0.1	10
35	.	.	-2.6	0
36	.	0.1	-3.6	-9

Molecules shown so far that have an aryl thioether with sulfur outside any ring, in the order listed:
nr	molecule	Vc quorum ag	Mtb FBA inh	TcdB GH inh	FadD28 FP inh	Yp Topo-I inh
5	Nc1ccc(C(=O)NCCCSc2ccccc2)cc1[N+](=O)[O-]	-0.2	-1	1.6	-2.1	9
21	Cc1cc(C)c(C#N)c(SC(C(=O)NC(C)(C)C)c2ccccc2)n1 (stereo unspecified)	-0.6	-1	0.3	-1.1	4
32	CCn1c(SCC(=O)c2cc(C)n(C)c2C)nnc1-c1ccccc1	i	3	.	-5.3	11

nr	Mtb UGM inh	Mtb BioA inh	PfHsp40 yeast	GDH-TPI counter
5	3.6	0.9	1.3	-9
21	-0.3	.	0.6	-2
32	1.6	0.8	1.1	8

(more compounds)
nr	molecule	Vc quorum ag	Mtb FBA inh	TcdB GH inh	FadD28 FP inh	Yp Topo-I inh
37	CCC(=O)c1ccc(OCc2ccc(C(=O)OC)cc2)c(OC)c1	i	0	.	-3.4	21
38	Cc1ccc(C(=O)Nc2ccc(S(=O)(=O)N3CCCC3)cc2)cc1	i	0	0.7	-0.5	4
39	COc1ccc(OCCC(=O)Nc2ccc(S(N)(=O)=O)cc2)cc1	-0.2	1	1.1	-0.7	7
40	COC(=O)c1ccc(/C=N/OCC(=O)Nc2cc(F)ccc2F)cc1	-0.2	-4	-1.2	-0.3	7
41	Cc1ccc(CNC(=O)C2CCC(=O)N(CCc3ccc(Cl)cc3)C2)cc1 (stereo unspecified)	0.8	2	1.7	-3.3	-2
42	O=C(CSc1nnc(-c2ccccc2Br)o1)N1CCc2ccccc2C1	-1.5	3	.	1.2	-1
43	COc1ccc(C2=CC(c3cccc(OC)c3)n3nnnc3N2)cc1 (stereo unspecified)	-0.6	1	0.2	-2.4	-5
44	O=C(NCc1ccc(F)cc1)C(=O)NCC1OCCN1C(=O)c1ccc(Cl)cc1 (stereo unspecified)	0.1	5	1.2	-2.0	-5
45	Cc1cc(C)nc(Nc2ncc(O)n2-c2ccc(C)c(Cl)c2)n1	.	-2	.	0.4	2
46	O=C(COC(=O)c1ccc(O)cc1)Nc1cc(S(=O)(=O)N2CCOCC2)ccc1Cl	i	5	-3.5	-2.1	0
47	Cc1cc(NCCCN(C)C)n2nc(-c3cccs3)cc2n1	-0.4	25	.	-3.9	-4
48	CCN(CC)C(=O)[C@H]1CC(CC(=O)NCCCn2ccnc2)C(=O)N2CCc3c([nH]c4ccc(OC)cc34)[C@]12C (stereo partly specified)	-0.4	-1	-0.4	-0.6	-2

nr	Mtb UGM inh	Mtb BioA inh	PfHsp40 yeast	GDH-TPI counter
37	3.9	-1.1	-1.1	-2
38	2.3	.	0.7	1
39	-0.1	.	?	4
40	0.5	-0.9	0.0	-2
41	1.5	-0.4	3.0	-6
42	-1.0	6.1	1.0	1
43	0.4	-2.4	0.0	4
44	-0.1	-0.1	0.1	-7
45	-1.5	-1.0	-0.8	3
46	3.2	-0.6	1.2	0
47	0.5	-0.9	-1.0	-1
48	.	-1.0	-1.5	7

Additional records follow:
nr	molecule	Vc quorum ag	Mtb FBA inh	TcdB GH inh	FadD28 FP inh	Yp Topo-I inh
49	COc1ccc(N(CC(=O)NCc2ccccc2)S(=O)(=O)c2c(C)nn(C)c2C)cc1	0.0	1	1.1	-0.3	1
50	CCn1cc(C(=O)OCC(=O)c2cc(C)n(-c3ccccc3)c2C)c(=O)c2ccc(C)nc21	0.0	-2	.	-4.2	11
51	O=C(O)c1cccc(Cn2c(Cl)c(/C=N/Nc3ccccc3)sc2=O)c1	-0.9	2	.	-0.8	-7
52	CC1CCCN(C(=O)CSc2nnc(-c3ccc(O)cc3)o2)C1 (stereo unspecified)	i	1	-1.4	-2.2	3
53	CCn1c(Cc2cccs2)nnc1SCC(=O)NC1CC1	i	7	0.5	-2.2	-1
54	Cc1cc(=O)oc2c(C)c(OCC(=O)NCc3ccccn3)ccc12	-0.3	5	1.5	-4.3	3
55	Cc1ccnc2nc(C(=O)Nc3nnc(-c4ccccc4)o3)nn12	-0.1	0	-1.0	-2.2	3
56	CC(=NO)c1cc(Br)c2cccc3c2c1CC3	i	-3	8.3	-4.8	20

nr	Mtb UGM inh	Mtb BioA inh	PfHsp40 yeast	GDH-TPI counter
49	2.4	-1.7	-0.7	-3
50	2.4	.	1.3	0
51	-2.5	.	0.9	24
52	-1.5	0.3	0.6	5
53	2.1	-1.7	1.5	10
54	2.4	-0.4	0.9	11
55	-1.7	.	-0.2	-2
56	.	-0.8	.	4
